Bioassay records as filed in PubChem.
Avidin bead fluor: compound fluoresces at 488/530 nm on avidin beads; fluorescence (KMESF) at 10 µM; compound fluorescence 488/530 nm, flow cytometry; stronger effect = higher value; 220,000 tested, 0.38% active; in the data active = fluorescence above about 47; note: inactives centre near 10
RGS7-Gao: human RGS7-Galphao interaction regulation. Multiplexed bead flow cytometry, RGS7-Galphao binding; actives lie on both sides. AID 1439. binding response (% of control), % at 10 µM. P09471. 220,000 tested, 0.35% active; in the data active = binding response below about 49% or above about 150%; inconclusive = no clear call, values can overlap the other calls; inactive = in between;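 note: fluorescent Galphao held in activated GDP-AlF4 state binding bead-coupled RGS7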
ABCB1 block: inhibitors of human ABCB1 transporter, ABCG2 counter-screen; CCRF-Adr cells, JC-1 efflux, flow cytometry; 190,000 tested, 0.067% active; inhibition, % at 6.6 µM; P08183; in the data active = inhibition above about 40%;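 note: 0% = vehicle and 100% = reference inhibitor; higher value means more JC-1 retained so stronger ABCB1 efflux block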
GSH bead fluor: compound fluoresces at 488/530 nm on GSH beads. GSH beads flow cytometry, compound fluorescence 488/530 nm; stronger effect = higher value. fluorescence (KMESF) at 10 µM. 190,000 tested, 0.25% active. AID 1776; in the data active = fluorescence above about 89;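 note: glutathione beads carrying GST-tagged Bcl family fusion proteins plus one bare bead set; values are compound well signal with DMSO vehicle wells as background; inactives centre near 16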
RGS4-Gao reg: modulates binding of RGS4 to human Galphao; Multiplexed bead flow cytometry; actives lie on both sides; binding response (% of control), % at 10 µM; 220,000 tested, 0.33% active; in the data active = binding response below about 49% or above about 150%; inactive = in between;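 note: fluorescent Galphao activated with aluminum fluoride binding bead-coupled RGS4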
Bim-Mcl-1: inhibitors of Bim-Mcl-1 interaction, human. Q07820. Bead-based flow cytometry, Bim peptide-Mcl-1 binding. inhibition, % at 10 µM. 190,000 tested, 0.1% active; in the data active = inhibition above about 40%;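 note: 0% = no compound tracer wells and 100% = peptide blocker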
Target sequence (Q07820 whole entry, looked up): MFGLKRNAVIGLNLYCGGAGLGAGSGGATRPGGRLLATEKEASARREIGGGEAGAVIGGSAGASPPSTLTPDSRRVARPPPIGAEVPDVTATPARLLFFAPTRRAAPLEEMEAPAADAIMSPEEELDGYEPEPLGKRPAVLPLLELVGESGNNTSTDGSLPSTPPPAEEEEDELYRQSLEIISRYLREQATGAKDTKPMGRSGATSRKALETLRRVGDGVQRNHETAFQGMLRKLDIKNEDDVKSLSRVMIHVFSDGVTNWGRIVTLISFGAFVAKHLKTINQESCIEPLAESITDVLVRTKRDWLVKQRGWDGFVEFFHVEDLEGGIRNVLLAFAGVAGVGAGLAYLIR
ABCG2 inh: blocks JC-1 efflux by human ABCG2 transporter | Q9UNQ0 | IgMXP3 cells, flow cytometry | inhibition, % at 6.6 µM | 190,000 tested, 0.1% active | AID 1325;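 active = inhibition above 80%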;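 note: 0% = DMSO and 100% = nicardipine control wells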
Target sequence (Q9UNQ0 whole entry, looked up): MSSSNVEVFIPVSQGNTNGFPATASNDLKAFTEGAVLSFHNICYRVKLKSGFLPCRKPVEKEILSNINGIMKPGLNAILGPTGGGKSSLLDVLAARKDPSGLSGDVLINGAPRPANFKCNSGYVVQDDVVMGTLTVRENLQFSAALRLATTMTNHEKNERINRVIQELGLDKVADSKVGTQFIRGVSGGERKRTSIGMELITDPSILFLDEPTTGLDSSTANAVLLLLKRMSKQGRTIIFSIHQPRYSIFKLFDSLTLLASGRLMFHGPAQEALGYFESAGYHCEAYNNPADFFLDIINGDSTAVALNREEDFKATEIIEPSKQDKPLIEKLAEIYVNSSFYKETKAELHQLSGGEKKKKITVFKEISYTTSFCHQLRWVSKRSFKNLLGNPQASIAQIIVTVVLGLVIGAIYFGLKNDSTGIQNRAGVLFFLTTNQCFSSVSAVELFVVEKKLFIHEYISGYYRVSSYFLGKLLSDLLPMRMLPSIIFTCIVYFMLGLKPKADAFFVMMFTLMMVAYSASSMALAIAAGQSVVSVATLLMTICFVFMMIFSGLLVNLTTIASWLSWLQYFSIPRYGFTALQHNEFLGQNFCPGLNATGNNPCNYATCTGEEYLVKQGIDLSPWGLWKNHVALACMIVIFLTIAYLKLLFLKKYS
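Test system: IgMXP3 (ABCG2) plus far-red-tagged CCRF-Adr (ABCB1) cells / Amount: 3 million cells/mL in well / Reagent: JC-1 transporter substrate / Timing: 10 min compound exposure, 25 °C / Signal: flow cytometry, 530 nm JC-1 signal / Read-out: percent efflux inhibition, scaled nicardipine 100% to DMSO 0% / Benchmarks: nicardipine as high control, DMSO as low control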
RGS8-Gao: human RGS8-Galphao interaction regulation; P09471; multiplexed bead flow cytometry, RGS8-Galphao binding; actives lie on both sides; response (percent of control binding), % at 10 µM; 220,000 tested, 0.34% active; in the data active = response below about 60% or above about 140%; inactive = in between;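 note: Galphao activated as the GDP aluminium fluoride complex binding bead-coupled RGS8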
Mcl1-Noxa inh: Mcl-1/Noxa interaction inhibition | Q07820 | TR-FRET Mcl-1/Noxa peptide binding, 2 h | inhibition, % at 21.7 µM | 220,000 tested, 1.5% active | AID 1022;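 active = compounds that cut the protein-peptide binding signal by more than 50% relative to plate controls in a single-dose test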;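 note: His-tagged Mcl-1 with rhodamine Noxa BH3 peptide and terbium anti-His antibody; 0% = Mcl-1 plus Noxa peptide wells and 100% = peptide-only wells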
Pf gamet viab: P. falciparum stage V gametocyte viability inhibition; P. falciparum stage V gametocytes, ATP luminescence, 24 h; inhibition, % at 10.9 µM; 150,000 tested, 0.065% active; AID 743093;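 active = inhibition above the mean plus 3 SD of compounds within the control limits, set per campaign, cut at about 38% in these data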;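 note: 0% = DMSO wells and 100% = medium only without gametocytes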
Mcl1 Bid PPI: Mcl-1/Bid interaction inhibition | Q07820 | TR-FRET Mcl-1/Bid-Dy647 peptide binding, 1536-well | inhibition, % at 21.7 µM | 220,000 tested, 0.97% active;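 active = compounds that cut the binding signal by more than half at the single screening dose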;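 note: His-tagged Mcl-1 with europium anti-His antibody binding Bid BH3 peptide; 0% = Mcl-1 plus peptide wells and 100% = peptide-only wells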
An asterisk follows results filed as active; ? = inconclusive; . = not tested or not shown; & = joins results of further samples.

SMILES | Avidin bead fluor | RGS7-Gao | ABCB1 block | GSH bead fluor | RGS4-Gao reg | Bim-Mcl-1 | ABCG2 inh | RGS8-Gao | Mcl1-Noxa inh | Pf gamet viab | Mcl1 Bid PPI
CC(=O)Nc1nc(SCC(=O)NCC2CCCO2)[nH]c(=O)c1NC(=O)c1cccs1 (centres undefined) | 8 | 88 | -0.2 | 20 | 94 | 1 | -1 | 95 | -12 | -6 | -23
COc1cc(OC)c(C2C(C(=O)Nc3ccccc3)=C(C)Nc3ncnn32)cc1OC (centres undefined) | 10 | 98 | 1.3 | 28 | 101 | -7 | 20 | 98 | -2 | 17 | -10
Cc1ccc(S(=O)(=O)N2CCCCC2)cc1C(=O)Nc1ccc(N2CCOCC2)cc1 | 12 | 101 | 0.0 | 17 | 102 | -3 | 0 | 100 | 11 | . | -41
COc1ccc(CC2(CO)CCN(Cc3cnn(-c4ccccc4)c3)CC2)cc1 | 7 | 91 | 5.9 | 12 | 93 | 0 | 10 | 76 | 21 | 5 | 5
Cc1ccc(NS(=O)(=O)c2ccc(NC(=O)C3CCCO3)cc2)cc1 (centres undefined) | 9 | 101 | 0.7 | 12 | 105 | 0 | 2 | 101 | 16 | 5 | 2
Cc1nc2ccccc2c2nc3ccccc3n12 | 6 | 104 | 1.0 | 41 | 100 | -1 | 8 | 97 | 5 | . | 1
O=C(C=C1SCCS1)/C=C/c1ccco1 | 8 | 99 | 0.1 | 8 | 98 | -3 | 1 | 98 | 42 | 20 | -42
COc1ccccc1/C=C/CN1CCN(Cc2ccc(C)o2)C(CCO)C1 (centres undefined) | 3 | 99 | 0.6 | 10 | 96 | -1 | 2 | 98 | 4 | -4 | -27
COc1ccc(-n2c(-c3ccc(Br)cc3)nc(=S)c3c2CCCC3)cc1 | 10 | 104 | -1.2 | 12 | 104 | -6 | -14 | 102 | -11 | 20 | -28
Cc1csc(/C(C#N)=N/O)n1 | 12 | 99 | -0.1 | 9 | 101 | 0 | -1 | 97 | -2 | 13 | -22
C/C(=N\NC(=O)c1cnccn1)c1ccc([N+](=O)[O-])cc1 | 6 | ? | . | . | 98 | . | . | 100 | 3 | 7 | 4
O=C(Nc1ccccc1F)NC1CCCc2ccccc21 (centres undefined) | 5 | ? | . | . | 90 | . | . | 94 | -13 | 19 | -9
O=C(NNC(=O)C1COc2ccccc2O1)c1ccccc1 (centres undefined) | 8 | 99 | -0.1 | 28 | 96 | 0 | 0 | 102 | -10 | -27 | -5
O=[N+]([O-])c1ccccc1/C=C/C=N/n1c(-c2ccccc2)n[nH]c1=S | 5 | 101 | -0.8 | 23 | 101 | -3 | -2 | 104 | 73* | 1 | -33
CCOC(=O)c1c(CSC(=N)N)n(-c2ccc(Br)cc2)c2cc(Br)c(OC(C)=O)cc12 | 25 | 108 | 1.4 | 18 | 113 | 7 | 6 | 102 | 65* | . | 0
c1ccc(-c2nc(N3CCCCCC3)nc(-n3ccnc3)n2)cc1 | 12 | 97 | 2.1 | 27 | 94 | -3 | 14 | 100 | 10 | -38 | -2
Cc1cccc(NC(=O)Nc2cccc(Oc3c(F)c(F)c(F)c(F)c3F)c2)c1 | 16 | 102 | 1.6 | 36 | 104 | -2 | 11 | 98 | 9 | . | -21
CCOC(=O)N1CCN(C(=O)c2ccc3nc(SCc4ccc(F)cc4)n(C)c3c2)CC1 | 25 | 101 | 1.9 | 11 | 98 | -1 | 6 | 102 | 11 | . | -32
COc1ccc(C2=NN(C(=O)/C=C/c3ccccc3)C(c3ccccc3)C2)c(OC(C)=O)c1 (centres undefined) | 7 | 95 | 3.1 | 21 | 96 | -10 | 18 | 93 | -30 | . | 6
COc1cc(C(c2sc3nc(C)nn3c2O)N2CC(C)OC(C)C2)cc(OC)c1OC (centres undefined) | 6 | 98 | 0.6 | 15 | 101 | -4 | 3 | 99 | 14 | . | -21
COc1ccc(-c2nnc3ccc(SCC(N)=O)nn23)cc1OC | 10 | 102 | 0.0 | 44 | 99 | 1 | 7 | 102 | 12 | . | -28
Cc1cccc(-n2c(=S)[nH]c3sc4c(c3c2=O)CCc2ccccc2-4)c1 | 6 | 86 | -0.8 | 12 | 93 | -7 | -5 | 90 | 36 | 4 | -9
O=C(Nc1ccc(F)cc1F)c1cccnc1 | 19 | 102 | 0.6 | 44 | 105 | -1 | 0 | 101 | 0 | . | -6
CCn1c(SCCN2CCCCC2)nnc1-c1ccc(S(=O)(=O)N2CCOCC2)cc1 | 36 | 101 | 0.2 | 13 | 98 | -3 | 1 | 100 | 27 | 7 | 26
CCSc1nnc(Cc2cc(=O)[nH]c(=O)[nH]2)n1-c1ccc(F)cc1 | 6 | 94 | 0.2 | 20 | 104 | 1 | 1 | 103 | 4 | . | -11
Cc1cccc2cc(C#N)c(SCC(=O)N3CC(=O)Nc4ccccc43)nc12 | 7 | 100 | 0.1 | 29 | 101 | -1 | 3 | 98 | -66 | 13 | -19
CCOC(=O)c1ccc(N=C2NC(=O)CS2)cc1 | 16 | 103 | 0.2 | 23 | 104 | -1 | 1 | 103 | -3 | -8 | 14
Cc1ccc(NC(=O)COC(=O)COc2ccc(Cl)cc2C)c([N+](=O)[O-])c1 | 11 | 100 | 5.9 | 22 | 103 | -6 | 30 | 102 | 6 | . | 1
Cc1ccc(-n2nnnc2-c2nc3ccccc3s2)cc1 | 4 | 101 | 0.8 | 6 | 100 | -2 | 8 | 102 | 14 | 15 | -13
COc1ccc(N/N=C(C)/C(=N/O)C(=O)Nc2ccccc2)cc1 | 24 | 101 | -0.4 | 10 | 100 | -1 | 1 | 104 | 9 | -2 | -34
CCCc1nnc(NC(=O)CCC(=O)N2CCN(c3nc(C)cc(C)n3)CC2)s1 | 4 | ? | . | . | 97 | . | . | 98 | 7 | 2 | -8
O=C1CC(c2ccco2)CC2=C1C(c1ccccc1)n1nc(C(F)(F)F)nc1N2 (centres undefined) | 38 | 100 | 0.5 | 22 | 97 | -4 | 2 | 98 | -3 | 11 | -24
Cn1c(COc2ccc3ccccc3c2)nnc1SCC(=O)O | 6 | 102 | 0.1 | 47 | 103 | 0 | 0 | 104 | 5 | . | -6
Cn1cccc1Cc1nnc(SCC(=O)NCCc2ccccc2)n1-c1ccc(F)cc1 | 7 | 97 | 1.2 | 24 | 99 | 2 | 5 | 100 | 3 | . | -27
O=C(OCCN1CCOCC1)c1cccnc1 | 14&15 | 98&103 | 0.7&0.1 | 43&34 | 101&102 | 2&-2 | 2&-3 | 101&102 | 19&9 | -22 | 8&18
CN(C)S(=O)(=O)c1cccc(NC(=O)CCSc2ccc(Cl)cc2)c1 | 5 | 101 | 0.0 | 13 | 101 | 0 | 2 | 104 | 7 | -9 | -13

For reference, part of the list above.
SMILES | Avidin bead fluor | RGS7-Gao | ABCB1 block | GSH bead fluor | RGS4-Gao reg | Bim-Mcl-1 | ABCG2 inh | RGS8-Gao | Mcl1-Noxa inh | Pf gamet viab | Mcl1 Bid PPI
O=C1CC(c2ccco2)CC2=C1C(c1ccccc1)n1nc(C(F)(F)F)nc1N2 (centres undefined) | 38 | 100 | 0.5 | 22 | 97 | -4 | 2 | 98 | -3 | 11 | -24
Cn1c(COc2ccc3ccccc3c2)nnc1SCC(=O)O | 6 | 102 | 0.1 | 47 | 103 | 0 | 0 | 104 | 5 | . | -6
Cn1cccc1Cc1nnc(SCC(=O)NCCc2ccccc2)n1-c1ccc(F)cc1 | 7 | 97 | 1.2 | 24 | 99 | 2 | 5 | 100 | 3 | . | -27
O=C(OCCN1CCOCC1)c1cccnc1 | 14&15 | 98&103 | 0.7&0.1 | 43&34 | 101&102 | 2&-2 | 2&-3 | 101&102 | 19&9 | -22 | 8&18
CN(C)S(=O)(=O)c1cccc(NC(=O)CCSc2ccc(Cl)cc2)c1 | 5 | 101 | 0.0 | 13 | 101 | 0 | 2 | 104 | 7 | -9 | -13

Going on with the list.
SMILES | Avidin bead fluor | RGS7-Gao | ABCB1 block | GSH bead fluor | RGS4-Gao reg | Bim-Mcl-1 | ABCG2 inh | RGS8-Gao | Mcl1-Noxa inh | Pf gamet viab | Mcl1 Bid PPI
Cc1ccc(C2CC(C(F)(F)F)n3ncc(C(=O)NCc4ccco4)c3N2)cc1 (centres undefined) | 8 | 99 | 0.5 | 5 | 100 | 1 | 2 | 100 | 1 | 3 | -17
Cc1cccc(NC(=S)NC(NC(=O)c2ccco2)C(Cl)(Cl)Cl)c1 (centres undefined) | 2 | 99 | -0.2 | 25 | 101 | 0 | -1 | 96 | 0 | . | -52
Cc1nc(N2CCOCC2)c2c(C)c(C(=O)Nc3ccc(C(F)(F)F)cc3)sc2n1 | 13 | 105 | 1.4 | 15 | 102 | -2 | 9 | 105 | -2 | 7 | 11
O=C(CSc1nnc(-c2ccncc2)n1Cc1ccco1)OC1CCCCC1 | 13 | 101 | 0.1 | 20 | 99 | -2 | 1 | 100 | 16 | . | -22
O=C(O)CNS(=O)(=O)c1ccc(F)cc1 | 23 | 89 | 0.5 | 27 | 85 | 0 | -1 | 97 | 7 | -21 | 7
N#C/C(=C\C1CC=CCC1)c1nc2ccccc2[nH]1 (centres undefined) | 36 | 99 | -0.3 | 12 | 102 | -5 | -1 | 101 | -2 | -15 | -7
Cc1ccc(C)c(NC(=O)CSc2nnc3n2CCCCC3)c1 | 7 | 96 | 0.3 | 15 | 99 | -1 | 1 | 97 | 6 | 6 | -13
O=C(NCc1csc2ccc(Cl)cc12)Nc1ccccc1 | 4 | ? | . | . | 108 | . | . | 101 | -1 | 8 | -6
CCOc1ccc(N(C(C)=O)c2nc(C)cc(C)c2C#N)cc1 | 4 | 91 | 0.6 | 21 | 93 | 1 | -1 | 76 | -1 | -5 | 16
C=CCNC(=O)CSc1n[nH]c(-c2cc(Cl)ccc2OC)n1 | 10 | 96 | 0.4 | 13 | 101 | 0 | 6 | 99 | 7 | 14 | -3
COC(=O)CSc1n[nH]c(=S)s1 | 13 | 99 | 2.9 | 21 | 100 | -10 | 12 | 100 | 36 | -2 | -6
CN(C)CCNC(C(=O)Nc1cc(Cl)cc(Cl)c1)c1ccccc1 (centres undefined) | 9 | ? | 0.9 | 16 | 103 | -2 | 1 | 101 | 10 | -1 | -18
c1ccc(-c2nc(NCc3ccco3)c3oc4ccccc4c3n2)cc1 | 10 | 102 | 1.1 | 16 | 102 | -3 | 3 | 102 | 30 | . | 18
O=C(O)/C=C/C(=O)NCc1csc2ccccc12 | 8 | ? | . | . | 107 | . | . | 101 | 0 | 10 | 5
COc1cc(C(=O)NCc2ccc3[nH]c(C)cc3c2)cc(OC)c1OC | 20 | 100 | 0.0 | 10 | 103 | 1 | 1 | 106 | 13 | 9 | -39
O=C1CCC2c3ccc4ccccc4c3CCN12 (centres undefined) | 12 | 100 | -1.3 | 22 | 100 | 2 | -3 | 95 | 28 | -1 | -50
COc1ccccc1-c1nnc(NC(=O)c2ccc3c(c2)OCO3)s1 | 8 | 93 | -1.6 | 7 | 96 | -2 | 0 | 102 | 14 | 1 | 63*
